Screening results as filed in PubChem BioAssay.
EphA4 KYL inhibition: inhibitors of EphA4 binding to KYL peptide, primary screen, biochemical, colorimetric, mouse EphA4 (AID 689) | EphA4-AP binding to KYL peptide, pNPP A405; higher % means a stronger effect | one-dose inhibition, % at 10 µM; IC50 in µM for titrated hits | hit rate 0.1% among 62,000; in the data active means a potency from the dose series; inactive means the rest, 99 in 100 with inhibition below about 22%
The depositor's hits bear a star; & = joins results of further samples. These rows are one share of the data, so the mix of outcomes need not match the whole.

SMILES	EphA4 KYL inhibition
CCC(C)(C)NC(=O)C(c1ccco1)N(C(=O)c1csnn1)c1cccc(F)c1 (stereo not drawn)	-2%
CCCCn1c(/N=C/c2c[nH]c3ccccc23)nc2ccccc21	-9%
CCCCOC(=O)c1cccc(-c2ccc(/C=C3\C(=O)N(c4ccc(S(N)(=O)=O)cc4)N=C3C)o2)c1	-7%
Cc1ccc2c(c1)C1CN(C)CCC1N2CC(=O)N(C)c1ccccc1 (stereo not drawn)	1%
O=C(O)/C(=C\c1ccccc1)NC(=O)c1ccccc1	-10%
COc1ccc(/C(N)=N/OC(=O)COc2ccccc2)cc1OC	6%
Cc1ccc(S(=O)(=O)N2CCCN(S(=O)(=O)c3ccc(C(F)(F)F)cc3)CC2)cc1	1%
COc1cccc(-c2nnc(SCC(=O)OC(C)C)n2N)c1	-10%
Cn1c(SCC(=O)Nc2ccccc2)nc(O)cc1=O	-12%
Cc1noc(/C=C/c2ccco2)c1S(=O)(=O)N1CCC(C(=O)N2c3ccccc3CC2C)CC1 (stereo not drawn)	5%
O=S1(=O)N=C(Nc2ccc(S(=O)(=O)N3CCCCC3)cc2)c2ccccc21	-8%
COc1cccc(C2C3=C(CC(C)(C)CC3=O)Nc3cc4c(cc32)OCO4)c1 (stereo not drawn)	3%
COCCCN1C(=O)C(=O)/C(=C(/O)c2ccc(OC)cc2)C1c1cccc(OC)c1 (stereo not drawn)	-12%
CC1=C(C)CC2C(=O)N(c3ccc(-c4ccc([N+](=O)[O-])cc4)cc3)C(=O)C2C1 (stereo not drawn)	-6%
O=C(CSCc1cccc(Br)c1)N/N=C/c1ccc2c(c1)OCO2	-11%
COc1ccc(C)cc1S(=O)(=O)Nc1cccnc1	0%
COc1cc(OC)cc(-c2nnc(Sc3ccc(C=O)cc3[N+](=O)[O-])o2)c1	18%
COCCNC(=O)c1cnn2c(-c3ccccc3)cc(-c3ccccc3)nc12	1%
Cc1cccc(NC(=O)CN2C(=O)COc3ccc(Cl)cc32)c1C	-10%
Cc1ccc(NC(=O)C2CCN(S(=O)(=O)c3cccs3)CC2)cc1C	3%
COc1cccc(/C=N/NC(=O)c2nc(-c3ccccc3)cc(-c3ccccc3)n2)c1	-2%
O=c1cc(N2CCN(c3ccccc3)CC2)[nH]c(=O)n1C1CCCCC1	-11%
OC(CN1C2=NCCN2c2ccccc21)c1ccc2c(c1)OCO2 (stereo not drawn)	-2%
CCSC1=N/C(=C\c2ccc(C(=O)O)cc2)C(=O)S1	-12%
CCc1nc2ccccc2c(NC(=O)CN2CCC(C)CC2)c1C	0%
CCc1nnc(N/N=C/c2ccccc2Cl)n1N	-11%
CC(=O)C1=C(C)NC(SCc2cccc([N+](=O)[O-])c2)=C(C#N)C1c1ccco1 (stereo not drawn)	-10%
COC(=O)C1=CN(C2CC2)C=C(C(=O)OC)C1c1ccc(C(=O)OC)cc1	-1%
COc1cccc(C2=NOC(C(=O)NC3CCCCC3)C2)c1 (stereo not drawn)	1%
O=C1c2ccccc2S(=O)(=O)N1c1c(F)c(F)c(C(F)(F)F)c(F)c1F	10%
CCOc1cc(CNn2nnnc2N)cc(Cl)c1OCC(=O)NC(C)(C)C	-7%
Cc1cc(C)n(C(=O)CNC(=O)CCc2ccccc2)n1	13%
Cc1ccc(S(=O)(=O)c2cc3c(=O)n4cccc(C)c4nc3n(CC3CCCO3)c2=N)cc1 (stereo not drawn)	-7%
COc1ccc(/C=C2\C(=O)NC(=S)N(c3ccc(Br)cc3)C2=O)cc1	3%
Cc1csc(C(C#N)C(=O)c2cc3ccccc3o2)n1 (stereo not drawn)	2%
O=C(OCc1nnc(-c2ccccc2)o1)c1cc(=O)c2ccccc2o1	-16%
O=C(Nc1nnc(C2CC2)s1)c1cc(S(=O)(=O)N2CCN(c3ccccc3)CC2)ccc1Cl	-9%
Cc1cc(C(=O)OCC(=O)Nc2cc(S(=O)(=O)N3CCOCC3)ccc2Cl)c(C)o1	2%
O=C(CN1CCN(Cc2ccccc2Cl)C1=O)NC1CCCCCC1	-18%
COc1ccc(N(C(=O)Cn2nnc3ccccc32)C2(C(=O)NC3CCCC3)CCCCC2)cc1	-6%

Not a retest: an excerpt of the list.
SMILES	EphA4 KYL inhibition
COCCCN1C(=O)C(=O)/C(=C(/O)c2ccc(OC)cc2)C1c1cccc(OC)c1 (stereo not drawn)	-12%
CC1=C(C)CC2C(=O)N(c3ccc(-c4ccc([N+](=O)[O-])cc4)cc3)C(=O)C2C1 (stereo not drawn)	-6%
O=C(CSCc1cccc(Br)c1)N/N=C/c1ccc2c(c1)OCO2	-11%
COc1ccc(C)cc1S(=O)(=O)Nc1cccnc1	0%
COc1cc(OC)cc(-c2nnc(Sc3ccc(C=O)cc3[N+](=O)[O-])o2)c1	18%
COCCNC(=O)c1cnn2c(-c3ccccc3)cc(-c3ccccc3)nc12	1%
Cc1cccc(NC(=O)CN2C(=O)COc3ccc(Cl)cc32)c1C	-10%
Cc1ccc(NC(=O)C2CCN(S(=O)(=O)c3cccs3)CC2)cc1C	3%
COc1cccc(/C=N/NC(=O)c2nc(-c3ccccc3)cc(-c3ccccc3)n2)c1	-2%
O=c1cc(N2CCN(c3ccccc3)CC2)[nH]c(=O)n1C1CCCCC1	-11%
OC(CN1C2=NCCN2c2ccccc21)c1ccc2c(c1)OCO2 (stereo not drawn)	-2%
CCSC1=N/C(=C\c2ccc(C(=O)O)cc2)C(=O)S1	-12%
CCc1nc2ccccc2c(NC(=O)CN2CCC(C)CC2)c1C	0%
CCc1nnc(N/N=C/c2ccccc2Cl)n1N	-11%
CC(=O)C1=C(C)NC(SCc2cccc([N+](=O)[O-])c2)=C(C#N)C1c1ccco1 (stereo not drawn)	-10%
COC(=O)C1=CN(C2CC2)C=C(C(=O)OC)C1c1ccc(C(=O)OC)cc1	-1%
COc1cccc(C2=NOC(C(=O)NC3CCCCC3)C2)c1 (stereo not drawn)	1%
O=C1c2ccccc2S(=O)(=O)N1c1c(F)c(F)c(C(F)(F)F)c(F)c1F	10%

(more compounds)
SMILES	EphA4 KYL inhibition
CCOC(=O)c1ccc(-c2ccc(/C=C3\C(=O)N(c4ccc(S(N)(=O)=O)cc4)N=C3C)o2)cc1	18%
CC(CN1CCOCC1)OC(=O)c1ccc2c(c1)OCCO2 (stereo not drawn)	-4%
CCOC(=O)C1=C(C)N=C2c3ccccc3C(=O)C2C1c1ccccc1 (stereo not drawn)	-9%
CSc1nc(Oc2cccc(C(F)(F)F)c2)cc(C(F)(F)F)n1	2%
CCCCn1nc(-c2ccccc2)c2nc3ccccc3nc21	13µM*
Cc1cc(N2C(=O)CC(Cc3ccccc3)C2=O)no1 (stereo not drawn)	-9%
COc1nnc(-c2ccc(N3CCOCC3)c(NC(=O)C3CCCCC3)c2)c2ccccc12	-9%
Cc1cc(NC(=O)CSc2nnc3c4ccccc4n(C(C)C)c3n2)no1	14%
COc1ccc(C(=O)NC(=O)Nc2cc(C)ccn2)cc1	-10%
Cc1no[n+]([O-])c1COc1ccccc1/C=C1\NC(=S)NC1=O	17%
CCOC(=O)Cc1csc(NC(=O)NC2(C(F)(F)F)Oc3cc(Cl)c(Cl)cc3O2)n1	-5%
COc1cccc(C(=O)NCCN2CCOCC2)c1	-16%
CC(C)CC(=O)N=C1SC2CS(=O)(=O)CC2N1CCc1ccccc1 (stereo not drawn)	-4%
O=C(N/C(=C/c1cccs1)c1nc2ccccc2[nH]1)c1ccccc1	14%&-9%
O=C(/C=C/c1cccc(C(F)(F)F)c1)Nc1ccc(Cl)cc1	8%
Cc1ccc2nc(NC(=O)CSc3nc4c(c(=O)n3C)SC(C)C4)sc2c1 (stereo not drawn)	4%
O=C(CCc1ccccc1)Nc1cc(Cl)c(Cl)cc1Cl	-1%
O=C(NC(NNc1ccc([N+](=O)[O-])cc1)(C(F)(F)F)C(F)(F)F)c1ccccc1Cl	-3%
Cc1ccc(-c2c(C(=O)N3CCOCC3)oc(=O)c3ccccc23)cc1	2%
Cc1ccc(CNC(=O)C2CCN(S(=O)(=O)N3CCOCC3)CC2)cc1	-1%
Cc1cnc(-c2nnc(N(C)C(=O)C3CCCO3)s2)cn1 (stereo not drawn)	2%
COC(=O)c1ccccc1NC(=O)Oc1ccc(C(C)C)cc1	-2%
CCOCCCNC(=O)C(NC(=O)c1ccc(=O)[nH]c1)c1ccccc1 (stereo not drawn)	-1%
O=C1/C(=C/Nc2ccc3c(c2)OCO3)CCc2ccccc21	5%
CCOC(=O)N1CCN(c2cc(C)c(C(C)=O)cc2F)CC1	-26%
CCOc1cc(C(=O)CSc2nnc(CNc3ccc(Cl)cc3)o2)ccc1NC(=O)CC	4%
COc1ccccc1-c1c(C(F)(F)F)oc2cc(OC(=O)c3ccc(Cl)cc3)ccc2c1=O	-6%
Cc1ccc(C(C(=O)NC2CCCCC2)N(CC2CCCO2)C(=O)CNC(=O)c2cccs2)cc1 (stereo not drawn)	-3%
CCCc1ccc(-c2csc(NC(=O)Cc3cccs3)n2)cc1	-3%
Cc1nc2cc(-c3cccc(F)c3)[nH]n2c(=O)c1Cl	-14%
COCCNC(=O)CS(=O)(=O)Cc1nc(-c2ccc(C)cc2)oc1C	-19%
CCN(O)C(C)(C)/C(=N/O)c1ccccc1	-6%
Cc1cccn2c(=O)c(/C=C3\SC(=S)N(CC4CCCO4)C3=O)c(NCCCn3ccnc3)nc12 (stereo not drawn)	-6%
CCc1ccc(N=CC23c4ccccc4C(c4ccccc42)C2C(=O)N(c4ccc(OC)cc4)C(=O)C23)cc1 (stereo not drawn)	-13%
CCCn1nnnc1SCC(=O)NCc1ccc2c(c1)OCO2	-4%
CCOC(=O)c1c(NC(=O)c2cccs2)sc(C(=O)Nc2cc(C(F)(F)F)ccc2Cl)c1C	-12%
CON/C=C(\C=Nc1ccc(C(F)(F)F)cc1)c1ncc(C(F)(F)F)cc1Cl	-13%
COc1cccc(Cn2nnc(C(=O)Nc3ccc(C)cc3)c2N)c1	9%
CCN(CC)c1ccc(C(=O)Nc2ccc(Cl)c(Cl)c2)cc1	31%
COc1ccc2c(c1)C(C1=C(O)CC(C)(C)CC1=O)C1=C(CC(C)(C)CC1=O)O2 (stereo not drawn)	-22%
O=C(CCCN1C(=O)/C(=C/c2cccc(Br)c2)SC1=S)NCCCN1CCOCC1	-12%
O=c1c2cc3c(cc2[nH]c(=S)n1Cc1ccco1)OCO3	3%
CCC(C)Oc1nc(C)cc(C)c1S(=O)(=O)c1ccccc1C (stereo not drawn)	3%
Cc1nc(N)nc(OCC(F)(F)C(F)F)c1Br	-8%
O=c1cc(-c2ccccc2)[nH]c2ccccc12	-2%
Cc1cc(N)n2ncc(-c3ccc(Cl)cc3)c2n1	-21%
COc1ccc(-c2nc(=S)c3c(n2CCN2CCOCC2)CC(C)(C)OC3)cc1	-6%
O=C(Nc1cccnc1)N1CCOCC1	-10%
O=C(O)C1Cc2c([nH]c3ccccc23)C(c2ccccc2F)N1 (stereo not drawn)	-10%
CC1CCN(S(=O)(=O)c2ccc(-c3nnc(SCc4cccnc4)o3)cc2)CC1	-3%
Cc1ccc(C(C)C)cc1C(=O)CC1(O)C(=O)N(C)c2ccccc21 (stereo not drawn)	-7%
CCn1c(=N)c(S(=O)(=O)c2ccc(F)cc2)cc2c(=O)n3ccccc3nc21	-6%
CCOC(=O)c1ccc(-n2c(C)cc(/C=C3\NC(=O)NC3=O)c2C)cc1	-7%
CCc1ccc(C(=O)COC(=O)CNC(=O)c2ccc(N3C(=O)c4ccccc4C3=O)cc2)cc1	-5%
O=C(CN1CCN(Cc2ccccc2)C1=O)NCCCN1CCOCC1	-4%
Cc1cccc(Nc2nnc(-c3ccc(C(=O)N4C[C@H]5C[C@H](C4)c4cccc(=O)n4C5)cc3)c3ccccc23)c1	9%
O=C(NCCCO)C(=O)Nc1ccc(F)cc1	-12%
CC1Cc2ccccc2N1Cc1nc2scc(-c3cccs3)c2c(=O)[nH]1 (stereo not drawn)	1%
COc1cc2c(C(=O)NC3CCCCCC3)cn(C)c(=O)c2cc1OC	0%
Cc1cccc(-n2c(C)n[nH]c2=S)c1	-9%

2 successive entries already listed:
SMILES	EphA4 KYL inhibition
COc1cc2c(C(=O)NC3CCCCCC3)cn(C)c(=O)c2cc1OC	0%
Cc1cccc(-n2c(C)n[nH]c2=S)c1	-9%

Carrying on:
SMILES	EphA4 KYL inhibition
COC(=O)CN(c1nc(C)cc(OC)n1)S(=O)(=O)c1ccc(C)cc1	-30%
S=C(NCCc1ccccc1)Nc1ccc(Cl)cc1Cl	-6%
O=[N+]([O-])c1c(NC2CC2)ncnc1NC1CC1	-4%
CCCCCC(=O)N/N=C/c1cccs1	-8%
O=C(N/N=C/c1ccc(Sc2nc3ccccc3s2)c([N+](=O)[O-])c1)c1ccccn1	-22%
CCCCCNCc1ccc(Br)cc1	-7%
COc1ccc(C(=O)OCCCN2C(=O)c3ccccc3C2=O)cc1	-2%
CCOC(=O)c1ccc(N2C(=O)CC(Nc3ccc(CCO)cc3)C2=O)cc1 (stereo not drawn)	1%
Cc1cc(C(=O)COC(=O)c2csc3c2CCCC3)c(C)n1C	-5%
CC(C)NC(=O)CSc1nnc(C2CC2)n1-c1ccccc1	-13%
Cc1ccc2c(n1)CC(C)(C)CC2=O	-8%
O=C(Cn1nnc(-c2cccc(C(F)(F)F)c2)n1)N1CCCCCC1	0%
COc1ccc(/C=N/n2c(SC)nnc2-c2ccccc2)c(OC)c1OC	4%
CCC(c1nnnn1C1CCCC1)N(Cc1cccs1)Cc1cc2cccc(C)c2[nH]c1=O (stereo not drawn)	-19%
CCOc1cc(/C=C2/C(=O)N(c3ccccc3)N=C2C)ccc1OC(=O)c1cccs1	0%
O=C(CCCn1c(SCC(=O)c2ccc(Cl)cc2)nc2ccccc2c1=O)NCc1ccco1	-3%
CCOc1ccccc1CN1CCN(S(=O)(=O)CC)CC1	-6%
CCc1ccc(-c2nc(CN3CCCC(C(=O)NCCc4ccc(OC)c(OC)c4)C3)c(C)o2)cc1 (stereo not drawn)	-10%
COc1cccc(C(=O)N(Cc2ccco2)Cc2cc3cccc(C)c3[nH]c2=O)c1	-12%
CCOc1cc(-c2cc(-c3ccccc3)nc(N)c2C#N)ccc1O	-8%
COc1ccc(NC(=O)CSc2nnc(-c3ccccn3)n2N)cc1	-11%
CC([NH2+][O-])C(C)(C)NO (stereo not drawn)	-16%
CC(=O)NCC(=O)N(c1ccccc1)C1(C(=O)NC2CCCCC2)CCCCC1	3%
COc1ccccc1-n1c(SCC(=O)N2CCCCC2)nnc1-c1ccccc1O	-6%
COC(=O)CSc1nc(C(C)C)nc2ccccc12	-4%
